Screens: PubChem, National Center for Advancing Translational Sciences (NCATS)
ERK EGF inh: EGF-driven ERK pathway inhibition | HEK293-V1b, EGF-stimulated phospho-ERK AlphaScreen | Potency, µM (highest dose often 11.5 µM), for the others: top-dose activity change, negative = inhibition, actives largely listed as inhibitors | hit rate 0.41% among 130,000; active = well fitted inhibition curve with a large enough effect; inconclusive = small, poorly fitted or top-dose-only effect, or effect the other way;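 note: plate controls were stimulated vehicle wells for no effect and unstimulated vehicle basal for full effect; nearly all actives have a fitted effect of over 55% in size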
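After overnight plating in 1% FBS, HEK293-V1b cells received test compound for half an hour, then a 5 min pulse of EGF (25 nM); ERK phosphorylation in lysates was read by bead-based AlphaScreen.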
An asterisk follows results filed as active; u = inconclusive; [ ] = dose if it differs, or a comment. Potency is the fitted concentration of half-maximal effect. An excerpt, so the mix of outcomes need not match the whole.

SMILES	ERK EGF inh
C[n+]1ccc(/C=C/c2cccs2)cc1	2%[57.5 µM]
CC1Cc2ccccc2N1S(=O)(=O)c1cccc(C(=O)N2CCN(c3ncccn3)CC2)c1 (centres undefined)	-11%
COc1ccc(C(=O)C2CC2c2ccc3c(c2)OCO3)cc1 (centres undefined)	7%
Cc1c(C#N)c(O)n(CCO)c(=O)c1N=Nc1ccc(S(N)(=O)=O)cc1	-12%
CCC(C(=O)OCC(=O)Nc1cc(OC)ccc1OC)c1ccccc1 (centres undefined)	-3%
COC(=O)C1=C(C)Nc2c(c(=O)n(C)c(=O)n2C)C1c1ccc(Cl)cc1 (centres undefined)	-14%
Cc1nc2nc[nH]n2c(=O)c1C/C=C/c1ccccc1	1%
Cc1ccc(/C=N/n2c(-c3ccc(Cl)cc3)n[nH]c2=S)o1	-11%[57.5 µM]
CC(C)CC(NC(=O)C(CC(C)C)NC(=O)C(Cc1ccc(OCc2ccccc2)cc1)NC(=O)OC(C)(C)C)C(N)=O (centres undefined)	-7%
CCOC(=O)c1c(C)c(C(=O)NCCN2CCOCC2)c(C)n1C	6%
O=C(CC1SC(=O)N(c2ccccc2)C1=O)Nc1ccc(Br)cc1 (centres undefined)	-1%[57.5 µM]
COc1ccc(C(=O)NC(=S)Nc2ccc3oc(=O)ccc3c2)cc1OC	-4%
COC(=O)CC(c1ccc(C(C)C)cc1)n1cccc1 (centres undefined)	-6%
O=C(CCc1ccccc1)Nc1ccc(NC(=O)C2CCCCC2)nc1	-10%
CC(C)OCCCNC(=O)c1ccc2c(c1)ncn2C1CCCC1	-3%

Sorted by heavy-atom count (largest number first): 7 of the compounds above
SMILES	ERK EGF inh
CC1Cc2ccccc2N1S(=O)(=O)c1cccc(C(=O)N2CCN(c3ncccn3)CC2)c1 (centres undefined)	-11%
COC(=O)C1=C(C)Nc2c(c(=O)n(C)c(=O)n2C)C1c1ccc(Cl)cc1 (centres undefined)	-14%
CCOC(=O)c1c(C)c(C(=O)NCCN2CCOCC2)c(C)n1C	6%
COc1ccc(C(=O)C2CC2c2ccc3c(c2)OCO3)cc1 (centres undefined)	7%
Cc1ccc(/C=N/n2c(-c3ccc(Cl)cc3)n[nH]c2=S)o1	-11%[57.5 µM]
Cc1nc2nc[nH]n2c(=O)c1C/C=C/c1ccccc1	1%
C[n+]1ccc(/C=C/c2cccs2)cc1	2%[57.5 µM]

(continued)
SMILES	ERK EGF inh
CCSCc1nnc(SCC(=O)Nc2nccs2)n1CC	-3%
CCn1c(-c2cccn(Cc3ccc(Cl)cc3Cl)c2=O)n[nH]c1=S	27%
CCOC(=O)C/C(C)=N/NC(=O)CNc1cccc(Cl)c1C	5%
CC(=O)c1ccc[nH]1	12%
N#C/C(=C(/O)COC(=O)c1ccccc1O)c1nc2ccccc2s1	11%
Cc1ccc(-c2csc(NC(=O)COc3ccc(N(C)S(=O)(=O)c4ccc(C)cc4)cc3)n2)cc1	9%
COc1ccc(NC(=O)CSc2nc3ccccc3c3nc4ccccc4n23)cc1	-4%
COc1cccc(NC(=S)N2CCN(Cc3ccccc3)CC2)c1	-14%
COc1cc(/C=C2\SC(=O)NC2=O)ccc1Oc1cnccn1	-12%[57.5 µM]
C=CCn1c(SCc2nc3ccccc3c(=O)[nH]2)nc2sc3c(c2c1=O)CCCC3	6%[57.5 µM]
CC1CC(C)CN(c2ccc([N+](=O)[O-])nc2)C1 (centres undefined)	-5%[57.5 µM]
Cc1ccc(Cl)cc1N1CCN(C(=O)CN(C2CCCCC2)S(C)(=O)=O)CC1	-1%
O=C1c2ccccc2NC(c2ccccc2)N1CCCN1CCOCC1 (centres undefined)	4%[57.5 µM]
O=C(NCc1cccs1)c1ccc([N+](=O)[O-])cc1	15%
NC(=O)c1cc(C(N)=O)nc(Cl)n1	0%[57.5 µM]
C/C=C/C(=O)N1CC2(CC(c3cccc(NC(=O)CC)c3)=NO2)C[C@H]1C(N)=O (some centres undefined)	-1%[57.5 µM]
CC(=O)NC(C(=O)O)C(C)(C)SN=O (centres undefined)	15%
COc1ccccc1Cn1c(C(C)C)nc2ccccc21	4%[57.5 µM]
CCCCC1=CC2=CC(=O)C(C)(OC(=O)C3CCCC3)C(=O)C2=CO1 (centres undefined)	13%
CCOc1ccc(NC(=O)CN(c2ccc(OCC)cc2)S(=O)(=O)c2c(C)[nH]c(=O)[nH]c2=O)cc1	2%
O=C(Nc1nccs1)c1ccc(Br)o1	-1%
COC(=O)[C@H]1C[C@@H]1[C@H](NC(=O)c1cc(C)nn1C)c1ccccc1	-3%
Cc1ccc(-c2csc(/C=C3\SC(C)C(=O)N3CC(=O)Nc3ccccc3F)n2)cc1 (centres undefined)	-7%[57.5 µM]
CCN1CCN(C(=O)c2ccc(OCC(=O)Nc3ccc(F)cc3)c(OC)c2)CC1	-4%
O=C(OC(C(=O)NCc1ccc2c(c1)OCO2)c1ccncc1)c1ccc(Cl)nc1 (centres undefined)	u
COc1cc(C(=O)Oc2ccccc2/C=N/NC(=O)c2ccc(Cl)cc2)cc(OC)c1OC	-2%
O=C(Nc1ccccc1Cl)c1ccccc1S(=O)(=O)c1ccccc1[N+](=O)[O-]	3%
Cc1cc(C)c(C#N)c(SCc2nnc(-c3ccccc3[N+](=O)[O-])o2)n1	-3%
C=CCc1c(C)nc2c(OC)cccc2c1Cl	-8%
COCCn1c(SCc2ccc(OC)c(F)c2)nc2ccccc2c1=O	8%
COc1cc(C)nc(N(C)C(C)=O)n1	6%
COc1cccc(-c2nc(CS(=O)(=O)CC(=O)NCCC(C)C)c(C)o2)c1	4%
COc1ccc(/C=N/OCC(=O)Nc2ccc3c(c2)OCO3)c(OC)c1	1%
O=C(c1csnn1)N1CCC2(CCCN(C(c3ccccc3)c3ccccc3)C2)CC1	-12%
CCOC(=O)C1CCN(C(=O)c2cc(C)n(C(C)(C)C)n2)CC1	-10%[57.5 µM]
Cc1cc(C(=O)NNC(=S)NCc2ccco2)n(C)n1	8%
COc1ccc(CC(NC(C)=O)C(=O)NC2CCN(c3nc(C)cc(C)c3C#N)CC2)cc1 (centres undefined)	-2%
CCOC(=O)Cc1nn(Cc2ccc(Cl)cc2)c(=O)c2ccccc12	-4%
O=C(Nc1ccccc1O)/C(=C\c1ccccc1)NC(=O)c1ccccc1	-3%
COCCC(=O)Nc1ccc2c(c1)CN(C(=O)CCOC)CC2	-1%
CCOC(=O)c1sc(N)c(C(=O)OCC)c1C	1%[57.5 µM]
CCOC(=O)c1ccc(NC(=O)CCNC(=O)c2ccc([N+](=O)[O-])cc2)cc1	0%
CSc1ccccc1C(=O)OCC(=O)NC1CCS(=O)(=O)C1 (centres undefined)	-6%
COc1ccc2c3c([nH]c2c1)C1CC2C(CC(O)C(OC)C2CO)CN1CC3 (centres undefined)	2%[57.5 µM]
CCN(C(=O)CSc1nnc(-c2ccc(F)cc2)c2ccccc12)C1CCS(=O)(=O)C1 (centres undefined)	-2%

Overlap with the part before: 7 compounds, then new ones.
SMILES	ERK EGF inh
O=C(Nc1ccccc1O)/C(=C\c1ccccc1)NC(=O)c1ccccc1	-3%
COCCC(=O)Nc1ccc2c(c1)CN(C(=O)CCOC)CC2	-1%
CCOC(=O)c1sc(N)c(C(=O)OCC)c1C	1%[57.5 µM]
CCOC(=O)c1ccc(NC(=O)CCNC(=O)c2ccc([N+](=O)[O-])cc2)cc1	0%
CSc1ccccc1C(=O)OCC(=O)NC1CCS(=O)(=O)C1 (centres undefined)	-6%
COc1ccc2c3c([nH]c2c1)C1CC2C(CC(O)C(OC)C2CO)CN1CC3 (centres undefined)	2%[57.5 µM]
CCN(C(=O)CSc1nnc(-c2ccc(F)cc2)c2ccccc12)C1CCS(=O)(=O)C1 (centres undefined)	-2%
COc1ccc(CC2(C)OC(c3ccc([N+](=O)[O-])cc3)=NN2C(C)=O)cc1 (centres undefined)	-6%[57.5 µM]
O=C(CCc1nnc(Cc2c[nH]c3ccccc23)o1)NCC1CC12CCCCC2 (centres undefined)	-20%
COc1ccc(C)cc1NC(=O)NCc1ccccn1	-5%
CC1OC2(C)OC(=N)C1(C#N)C(C#N)(C#N)C2c1ccccc1 (centres undefined)	-7%
CC(=O)c1c(C)n([O-])c2cc(F)c(F)cc2[n+]1=O	3%
O=C(N/N=C/c1ccc(F)cc1)c1ccccc1	-10%
CCOC(=O)CNC(=O)O[C@@H]1C(=O)c2cc(OC)ccc2O[C@H]1c1cccc(OC)c1	-9%
COC(=O)c1c(Cc2ccccc2Cl)c[nH]c1C	4%
COc1cc(/C=N/NC(=O)c2sc3ccccc3c2Cl)ccc1OC(=O)c1ccc([N+](=O)[O-])cc1	1%[57.5 µM]
C/C(CC(=O)NC1C2CC3CC(C2)CC1C3)=N\NC(=O)Cc1cccs1 (centres undefined)	11%
Cc1ccc(CN2CCNC(=O)C2CC(=O)NC2CCCCCC2)o1 (centres undefined)	6%
Cc1ccn2c(c1)nc(=S)n2C(=O)c1ccco1	-10%
O=C(CCC1CCCN(C(=O)COc2ccccc2)C1)N1CCN(c2ccccn2)CC1 (centres undefined)	-3%
COc1ccc(CCNC(=O)CSc2nncs2)cc1	-8%
CN(C)c1ccc(NC(=S)NCC2CCCO2)cc1 (centres undefined)	-7%

Reprinted at random: 2 records from the list, in no set order.
SMILES	ERK EGF inh
CC(=O)c1c(C)n([O-])c2cc(F)c(F)cc2[n+]1=O	3%
O=C(N/N=C/c1ccc(F)cc1)c1ccccc1	-10%

Other entries follow.
SMILES	ERK EGF inh
Cc1cc(C)n2nc(C(=O)OCC(=O)N3CCC3)nc2n1	0%
COc1cc2ccc(=O)oc2c(CC=C(C)C)c1OC	-3%[57.5 µM]
CN(C)CCCN(C(=O)c1ccc2c(c1)CCCC2)c1nc2ccc(Cl)cc2s1	20µM*
CCOC(=O)c1ccc(NC(=O)c2nc[nH]c2C(=O)N[C@@H](CCCCNC(=O)OC(C)(C)C)C(=O)OC(C)(C)C)cc1	-3%[57.5 µM]
COc1cccc(-c2cc(C(F)(F)F)n3nc(C(=O)Nc4c(C)n(C)n(-c5ccccc5)c4=O)cc3n2)c1	-5%
CCOC(=O)C1=C(C)N(C)C(=S)NC1c1c(OCC)ccc2ccccc12 (centres undefined)	u
Cc1cccc(C)c1NC(=S)NC(C)CCc1ccccc1 (centres undefined)	-6%
O=C1COc2ccc(C(=O)COC(=O)CCSc3ccc(Cl)cc3)cc2N1	-4%
CC(C)N(C(C)C)S(=O)(=O)c1ccc(NN)nc1	-13%[57.5 µM]
Cc1ccc2c(c1)C(N1CCN(C)CC1)=Nc1cccnc1N2	-2%
COc1cc(CC(NC(C)=O)C(=O)NC2CCN(c3nc(OC)nc(OC)n3)CC2)cc(OC)c1 (centres undefined)	0%[57.5 µM]
O=C(CCc1nnc(CCCCc2ccccc2)o1)NCCN1CCCCC1=O	0%
Cc1ccc(C)c(CSC2=NCCN2C(=O)c2cccs2)c1	-7%
CNC(=O)C1(C)C=CCN1C(=O)OC (centres undefined)	9%
CCC(=C(c1ccc(OC)cc1)c1ccc(OC)cc1)c1cn(CC(O)CN(CCO)CCO)c2ccccc12 (centres undefined)	-16%
O=C1Nc2ccc(Cl)cc2[C@@](C#CC2CC2)(C(F)(F)F)O1	u
Cc1cc(NC(=O)CCC(=O)N(Cc2ccccc2)C2(C(=O)NC3CCCCC3)CCCC2)no1	0%
COc1ccccc1OCCCN1C(=O)C(=O)c2cccc(C)c21	-4%
CN1CCN(C(=O)/C=C\c2ccc(Cl)cc2)CC1	0%
O=C(CSc1ncnc2nc[nH]c12)Nc1ccc(Br)cc1Cl	1%[57.5 µM]
COC(=NC(C)C)NC(C)C	11%[57.5 µM]
Fc1ccc(CSc2ccc(-c3ccco3)nn2)cc1	-15%
Cc1ccc(N(NC(=O)C(O)(c2ccccc2)c2ccccc2)C(=O)CCl)cc1	7%
Cc1ccc(C(=O)Nc2cccc(C(F)(F)F)c2)cc1Nc1cnccn1	5%[57.5 µM]
CCOC(=O)N/N=C/c1ccc(Oc2ccccc2)cc1	-3%
COC(=O)N1CCN(c2ccc(C)cc2)C(C)C1 (centres undefined)	-4%
CC1(C)SC2C(N3C(=O)C(c4ccccc4)NC3(C)C)C(=O)N2C1C(=O)O (centres undefined)	-1%
COCCCNC(=O)/C(C#N)=C/c1cc(C)[nH]c1C	-9%
C/C(=N\OCC(=O)NC(C)C)c1cccs1	1%
